ALOX12 inhib: blocks human 12-lipoxygenase activity. P18054. purified 12-hLO, xylenol orange hydroperoxide absorbance. Potency, µM (top dose mostly 57.1 µM), inactives show at the highest dose activity change, negative = inhibition, hits mostly inhibitors. hit rate 0.12% among 150,000; also: potency is read from the fitted curve at half-maximal effect; nearly all actives have a fitted effect of over 55% in size; many of its hits are not listed in these tables
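Purified human 12hLO (150 nM), preincubated 15 min with compound, then 40 uM arachidonic acid for 30 min, room temperature, Hepes pH 7.0 with 0.01% Triton X-100. Hydroperoxide detected by ferrous iron/xylenol orange; 573/405 nm absorbance ratio gives reaction progress.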
IMPase inh: IMPase inhibition in cells; P97697; CHO-M1 cells, IP1 accumulation, HTRF TR-FRET ratio; inhibition (IP1 accumulation), % at 46.1 µM; 120,000 tested, under 10 active; AID 901; active = well fitted curve in the direction sought with a large enough effect in the signal ratio, not every such curve was filed as active; inconclusive = small, poorly fitted or top-dose-only effect, or a change in a side signal; inactive = no such curve, though single readings can be large or run the other way; the % refers to the signal ratio;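 also: cells stimulated with carbachol in lithium chloride buffer; plate controls were DMSO basal wells for no effect and reference inhibitor wells for full effect; higher means more IMPase inhibition seen as more IP1 and lower FRET ratio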
Target sequence (P97697 whole entry, looked up): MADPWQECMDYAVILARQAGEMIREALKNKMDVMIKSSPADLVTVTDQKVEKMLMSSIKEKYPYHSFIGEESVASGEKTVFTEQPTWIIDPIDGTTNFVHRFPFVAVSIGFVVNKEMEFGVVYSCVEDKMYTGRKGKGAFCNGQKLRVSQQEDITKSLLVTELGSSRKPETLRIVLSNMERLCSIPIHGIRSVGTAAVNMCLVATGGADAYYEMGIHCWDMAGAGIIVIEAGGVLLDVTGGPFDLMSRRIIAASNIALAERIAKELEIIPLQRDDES
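Elevated IP1 in lysates lowers TR-FRET signal (665/620 ratio and 620 channel reported). Cells were CHO-M1, given carbachol (50 uM as added) plus 50mM LiCl, pH 7.4, 30 min, 37C; compounds titrated up to 46 uM; AC50 by Hill equation.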
15-hLO-2 inh: blocks human 15-lipoxygenase 2 activity; purified 15hLO-2, xylenol orange hydroperoxide absorbance; O15296; Potency, µM (titrated, usually from 57.1 µM), for the others: at the highest dose activity change, negative = inhibition, actives largely listed as inhibitors; hit rate 0.56% among 110,000; AID 881; also: potency is read from the fitted curve at half-maximal effect; nearly all actives have a fitted effect of over 60% in size; many of its hits are not listed in these tables
Target sequence (O15296 whole entry, looked up): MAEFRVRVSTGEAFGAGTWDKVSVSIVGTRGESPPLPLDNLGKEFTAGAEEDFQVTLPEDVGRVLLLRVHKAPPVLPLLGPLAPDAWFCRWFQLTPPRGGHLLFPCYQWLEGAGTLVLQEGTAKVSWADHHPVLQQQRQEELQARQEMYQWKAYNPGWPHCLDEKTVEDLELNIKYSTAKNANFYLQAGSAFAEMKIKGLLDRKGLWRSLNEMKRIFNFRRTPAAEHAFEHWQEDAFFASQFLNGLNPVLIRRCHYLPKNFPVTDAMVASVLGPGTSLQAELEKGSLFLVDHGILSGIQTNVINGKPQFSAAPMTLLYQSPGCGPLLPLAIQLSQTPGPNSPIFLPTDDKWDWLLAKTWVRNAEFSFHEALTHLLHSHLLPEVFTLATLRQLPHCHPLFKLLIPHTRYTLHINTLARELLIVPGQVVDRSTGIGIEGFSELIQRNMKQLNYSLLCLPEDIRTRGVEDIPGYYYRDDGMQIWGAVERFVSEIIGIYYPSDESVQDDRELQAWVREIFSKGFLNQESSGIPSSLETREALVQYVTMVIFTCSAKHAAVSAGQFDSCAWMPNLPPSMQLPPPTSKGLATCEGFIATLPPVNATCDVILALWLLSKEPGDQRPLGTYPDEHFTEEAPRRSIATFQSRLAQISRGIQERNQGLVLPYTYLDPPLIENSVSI
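Read-out: hydroperoxide product oxidises ferrous iron, measured as xylenol orange complex via the 573-to-405 nm absorbance ratio after 30 min. Reaction: 50 nM enzyme, 15 min compound preincubation, 45 uM arachidonic acid, 90 min RT, Hepes pH 7.5 with Triton X-100.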
PNC assembly inh: blocks assembly of the perinucleolar compartment; PC3M PTB-GFP, PNC prevalence imaging, 16 h; hits give low values; hit rate 3.1% among 140,000; activity change (PNC), negative = inhibition, % at 10 µM;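 active = readout at or below -70, meaning at least 70% loss of cells showing the perinucleolar compartment, a nuclear body marking cancer cells; inconclusive = readout between -30 and a set limit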;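 also: plate controls were DMSO wells for no effect and camptothecin positive control wells for full effect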
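PC3M cells stably expressing PTB-GFP, 750–1000 cells/well, treated 16 h at 37 °C with compound (23 nl of library stock), in duplicate. After paraformaldehyde fixation and Hoechst stain, imaged at 20x; PNC prevalence scored by image analysis.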
The depositor's hits bear a star; ? = inconclusive; · = no result given; [ ] = another dose, or the depositor's remark. Unless noted, calls follow the shape of the dose curve; as a rule, active = well fitted curve in the direction sought with a large enough effect; inconclusive = small, poorly fitted or top-dose-only effect, or another doubt; inactive = no such curve, though single readings can be large; an effect the other way counts as inactive or inconclusive. Unless noted, % is scaled to controls: 0 for no effect and ±100 for the full control effect. Only part of the results is shown; the hit share may differ from the screen's.

Order of values: ALOX12 inhib	IMPase inh	15-hLO-2 inh	PNC assembly inh
O=C(NC1CCCC1)C(c1ccc(F)cc1)N(Cc1ccccc1Cl)C(=O)CCl (stereo not given)
    -3%	·	·	19
Cc1ccc(C)c(N2C(=O)CS/C2=N\NC(=O)c2ccccc2Cl)c1
    3%	0	0%	-15
CN(C)CCCC(C)(O)C(Cc1ccccc1)c1ccccc1 (stereo not given)
    3%	·	·	?
Cn1c(CSCc2ccccc2)n[nH]c1=S
    -4%	·	·	10
CS(=O)CCC(NS(=O)(=O)c1ccccc1)C(=O)O (stereo not given)
    -3%	0	2%	39
COC(=O)N1CCC2(CCCN(c3cccc(-c4ccccc4)c3)C2)CC1
    -13%	·	19%	·
CCc1ccc(-c2nc(CN3CCC(C(=O)N4CCN(c5ccccc5)CC4)CC3)c(C)o2)cc1
    -18%	7	51%[activator]	5
N#CC1=C(C2CC2)CC(c2ccccc2)C(C#N)=C1N (stereo not given)
    ?	-5	-3%	2
COc1ccc(CNc2nc3nc(C)cc(C)n3n2)cc1
    2%	8	·	-5
O=C(Nc1ccccc1)c1ccc(Br)o1
    1%[0.00818 µM]	·	9%[0.0915 µM]	32
CCN(C(=O)COc1ncnc2ccc(Br)cc12)C1CCS(=O)(=O)C1 (stereo not given)
    -7%	1	3%	-11
N#Cc1nc(COc2ccc(F)cc2)oc1NCCN1CCOCC1
    1%	-4	2%	-15
CNc1ccc(Br)cc(C(=O)/C=C/c2cc(OC)ccc2OC)c1=O
    -28%	10	·	18
NS(=O)(=O)c1ccc(Nc2nc(-c3ccc4ccccc4c3)cs2)cc1
    -12%	-4	-8%	19
Cc1ccc2nc(/C(C#N)=C/c3ccc(-c4cccc([N+](=O)[O-])c4)o3)[nH]c2c1
    0%	·	·	?
Cc1cc(C)nc(N2CCCC(C(=O)NC(C)CCc3ccco3)C2)n1 (stereo not given)
    -3%	13	3%	9
CC(C)Nc1nc(NC(C)C)nc(N(C#N)CCOc2ccc(Cl)cc2Cl)n1
    -18%	-3	·	-14
O=C(c1ccncc1)N(c1ccc2oc3c(c2c1)CCCC3)S(=O)(=O)c1ccc(F)cc1
    0%	·	·	?
Cc1ccc(N(C(=O)Cn2nnc(-c3ccccc3)n2)C(C(=O)NC2CCCCC2)c2ccccn2)cc1C (stereo not given)
    5%	·	·	7
N#C/C(=C/c1cccc([N+](=O)[O-])c1)c1nnc2n1CCCCC2
    -5%	2	·	?
CC(C)C(=O)c1cn(CC(=O)NCC2CCCO2)c2ccccc12 (stereo not given)
    -7%	-1	0%	27
CC(C)CC(C(=O)O)N1C(=O)[C@@H]2[C@H](C1=O)[C@@H]1C[C@H]2C(Br)C1Br (stereo not given in full)
    -4%	0	·	-19
CCCC[C@@H]1C[C@H]1C(NS(=O)(=O)c1cccc2cccnc12)c1ccc(-c2ccccc2)cc1 (stereo not given in full)
    2%	·	-7%	·
c1cc(CSc2nnc(-c3ccc4c(c3)OCO4)o2)ccn1
    -11%	0	-3%	2
Cc1cccc(N2C(=S)N=C(Nc3c(C)cccc3C)C23CCOC(C)(C)C3)c1 (stereo not given)
    0%	1	-2%	-12
COc1ccc(C(=O)N[C@H]2COC(C)(C)O[C@H]2c2ccccc2)cc1
    2%	4	·	95
Cc1ccc(Cn2c(=O)n(-c3ccccc3)c(=O)c3ccc(C(=O)NCc4ccco4)cc32)cc1
    1%	·	·	31
Cc1ccc(CN(C#N)c2nc(C)cc(C)n2)cc1
    -6%	-1	-1%	14
C=CCC(CC=C)(NC(=O)c1cccc(C)c1)c1ccccc1
    1%	·	·	50
O=C(Nc1ccccc1N1CCCC1)c1ccc(Br)o1
    1%	15	-2%	10
Clc1cccc(CSc2nc3ccncc3[nH]2)c1
    2%	2	30%[activator]	2
O=C(CSc1nc(Nc2ccccc2)nc(N2CCOCC2)n1)N1CCCC1
    7%	-2	-4%	?
C#CC[N+](C)(C)C(C#Cc1ccccc1)CC=C (stereo not given)
    -4%	5	13%	-16
CC(=O)c1cn(CC(=O)Nc2ccc(C)cc2)c2ccccc12
    -3%	4	-1%	43
Cc1ccc(C23CC4CC(CC(C(=O)N5CCOCC5)(C4)C2)C3)cc1
    -3%	4	3%	8
CCc1nc2oc3cc(OC)ccc3c(=O)c2c(=O)n1Cc1ccccc1
    0%	4	-14%	22
O=c1c2c3nc4ccccc4nc3n(CC3CCCO3)c2ncn1CCc1ccccc1 (stereo not given)
    1%	-4	0%	-1
O=C(Nc1nnc(CCS(=O)(=O)c2ccc3ccccc3c2)s1)c1ccc([N+](=O)[O-])cc1
    1%	·	·	14
CC(=O)OC1(C(F)(F)F)Oc2ccccc2NC1=O (stereo not given)
    -8%	2	1%	-28
CC(C)(C)NC(=O)C(c1ccco1)N(C(=O)Cn1nnc(-c2ccc(F)cc2)n1)c1ccccc1F (stereo not given)
    2%	-4	-3%	?
N#C/C(=N\Nc1ccccc1F)C(=N)N1CCCCC1
    -24%	11	·	-85*
O=c1cc[nH]c2c(C(F)(F)F)cccc12
    -4%	1	0%	53
CC(=O)Nc1ccc(S(=O)(=O)N2CCN(Cc3ccncc3)CC2)cc1
    -2%	-1	1%	12
O=C1CC(C(=O)Nc2ccc(C(=O)N3CCOCC3)cc2)C2(CCCCC2)O1 (stereo not given)
    1%	-3[1.84 µM]	5%[11.4 µM]	?
Cc1ccc(-n2nnnc2-c2cnc(N3CCCC3)nc2C(F)(F)F)cc1
    -17%	3	-1%	?

Further structures:
molecule	ALOX12 inhib	IMPase inh	15-hLO-2 inh	PNC assembly inh
O=S(=O)(c1ccccc1C(F)(F)F)N1CCN(S(=O)(=O)c2ccccc2C(F)(F)F)CC1	-4%	4	-6%	5
Cc1ccc(S(=O)(=O)N2CCCC(C(=O)NCc3ccccn3)C2)cc1 (stereo not given)	0%	-3	2%	?
CCN(CC)C(=O)C1CCCN(c2ccc([N+](=O)[O-])cc2/C=N/NC(=O)c2cccc(Br)c2)C1 (stereo not given)	-3%	0	-12%	23
COc1ccc(C/C(N)=N/OC(C)=O)cc1OC	4%	·	·	?
Cc1nc2nc[nH]n2c(=O)c1NC(=O)CCc1ccccc1	-4%	-2	-29%	34
CC1(C)CC(=O)C2=C(C1)N(c1ccc(F)cc1)C(=O)NC2(C(F)(F)F)C(F)(F)F	-3%	4	-4%	20
C=CCn1c(Cc2nc3ccccc3[nH]2)n[nH]c1=S	-5%	4	17%	-5
CC(=O)[C@H]1[C@H](C#N)C[C@H]2[C@@H]3CC=C4C[C@@H](O)CC[C@]4(C)[C@H]3CC[C@@]21C	-4%	·	·	-19
COc1cccc(-c2nc(CS(=O)(=O)CC(=O)Nc3c(C)cccc3C)c(C)o2)c1	-7%	0	-1%	-12
N#Cc1nc(-c2ccccc2Cl)oc1NCC1CCCO1 (stereo not given)	-10%	11	4%	?
O=c1c2cnn(-c3ccccc3)c2nc(-c2cccs2)n1-c1cccc(Cl)c1	-1%	-2	·	6
NS(=O)(=O)c1ccc(CCNC(=O)c2cncc(Br)c2)cc1	-1%	3	-5%	62
CC(=NCCN1CCN(C(=S)Nc2ccccc2)CC1)C1=C(O)CC(C)(C)CC1=O	-24%	5	-4%	-16
COc1cc(C)c2c(c1C=O)Oc1c(c(C)c(O)c3c1C(O)OC3=O)OC2=O (stereo not given)	-10%	·	5%	·
O=S(=O)(/N=C(\c1ccccc1)N1CCOCC1)c1cccs1	-1%	1	5%	-1
CC(C)N1CCc2[nH]c(=S)[nH]c(=O)c2C1	-2%	-11	·	26
CC(CC(=O)NCc1cccnc1)c1ccccc1 (stereo not given)	14%	11	·	187
COc1ccccc1CN(C(=O)Cc1cccs1)C(C(=O)NC1CCCC1)c1ccncc1 (stereo not given)	0%	10	4%	17
Cc1cccc(N2C(=O)C3C(c4ccccc4)OC4(C(=O)c5ccccc5C4=O)C3C2=O)c1 (stereo not given)	-1%	-4	-14%	8
CC1(C)CC(=O)C2=C(C1)OC1=C(C(=O)CC(C)(C)C1)C2c1ccccc1	-1%	2	-3%	11
COC(=O)c1cccc(C(=O)Nc2ccc(F)cc2)n1	0%	10	-1%	52
COc1ccc(S(=O)(=O)N(CC(=O)Nc2cc(C)on2)Cc2ccccc2)cc1	-8%	-17	0%	0
Nc1nc2ccc(S(=O)(=O)c3ccc4nc(N)sc4c3)cc2s1	-1%	-3	-5%	16
CCSc1ncnc2sc3c(c12)CCC3	0%	-6	3%	-12
O=[N+]([O-])c1ccc(CN2CCCCCC2)s1	-1%	8	·	?
COc1ccc(/C=N/NC(=O)CNC(=O)c2ccc3c(c2)OCCO3)cc1OC	0%	-11	·	-6
Cc1ccccc1CN1CCNC(=O)C1CC(=O)O (stereo not given)	-1%	7	-12%	-84*
CN(Cc1ccccc1)C(=O)CCC(=O)N(C)Cc1ccccc1	-3%	-6	-3%	-7
CCN(C)c1ccc(/C=N\n2nnnc2N)cc1	2%	5	2%	0
CCCN(CC(=O)Nc1ccc(C(N)=O)cc1)CC(=O)Nc1ccc(Cl)cc1Cl	3%	2	·	-16
O/N=C/c1cc(Br)ccc1OCc1cccc(F)c1	-10%	6	-10%	39
Cc1c(CN(C)C(=O)c2sc3cc(Cl)ccc3c2Cl)cnn1C	-3%	-2	12%	27
CNC(=S)N(CCc1c(C)[nH]c2ccc(C)cc12)Cc1cc(OC)c(OC)c(OC)c1	-4%	·	·	20
O=C(COC(=O)c1ccccc1NS(=O)(=O)c1cccs1)NCC12CC3CC(CC(C3)C1)C2	-1%	·	·	12
Cc1nc2ncnn2c(C)c1Cc1c(Cl)cccc1Cl	2%	-2	-6%	-12
CCOC(=O)c1[nH]c(=O)[nH]c1CSCCO	-5%	-3	-4%	?
CN1C(=O)/C(=C2/C=CC=CN2C)OC1=S	-2%	7	2%	-22
CCc1nnc(NC(=O)CSc2nccn2-c2ccccc2)s1	-2%	·	·	?
COC(=O)c1sc(S(=O)(=O)NCc2cccs2)c(C(=O)OC)c1C	-7%	4	2%	-111*

From PubChem BioAssay
